Compound activity deposited in PubChem by Sanford-Burnham Center for Chemical Genomics.
CXCR6 inh – blocks human CXCR6 beta-arrestin recruitment. inhibition, % at 20 µM. 360,000 compounds, 0.36% hits. CHO-K1 PathHunter CXCR6 beta-arrestin, luminescence. O00574. AID 602244; in the data active means inhibition above about 34%, passing the limit was not always enough;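 further: antagonist mode with CXCL16 agonist at 10 nM final; 0% = 10 nM CXCL16 with DMSO and 100% = unstimulated wells without agonist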
Target sequence (O00574 whole entry, looked up): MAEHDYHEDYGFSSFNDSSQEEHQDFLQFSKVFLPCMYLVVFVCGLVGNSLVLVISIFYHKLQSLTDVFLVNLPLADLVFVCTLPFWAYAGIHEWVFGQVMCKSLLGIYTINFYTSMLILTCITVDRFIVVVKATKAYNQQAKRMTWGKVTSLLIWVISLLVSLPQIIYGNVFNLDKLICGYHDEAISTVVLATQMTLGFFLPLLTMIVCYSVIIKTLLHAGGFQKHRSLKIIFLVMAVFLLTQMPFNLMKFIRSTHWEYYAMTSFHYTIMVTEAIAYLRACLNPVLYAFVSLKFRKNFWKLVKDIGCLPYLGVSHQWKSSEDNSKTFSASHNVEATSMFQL
EBI2 block – EBI2 (human) antagonism; P32249; EBI2 beta-arrestin recruitment, luminescence, 7a,25-OHC stimulated; inhibition, % at 5 µM; 360,000 compounds, 0.81% hits; AID 651636; in the data active means inhibition above about 38%;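 further: enzyme fragment complementation signal reports receptor beta-arrestin coupling in cells; 0% = agonist plus DMSO wells and 100% = wells without agonist; some results beyond the cut were filed as inactive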
Target sequence (P32249 whole entry, looked up, the tested form may be a part): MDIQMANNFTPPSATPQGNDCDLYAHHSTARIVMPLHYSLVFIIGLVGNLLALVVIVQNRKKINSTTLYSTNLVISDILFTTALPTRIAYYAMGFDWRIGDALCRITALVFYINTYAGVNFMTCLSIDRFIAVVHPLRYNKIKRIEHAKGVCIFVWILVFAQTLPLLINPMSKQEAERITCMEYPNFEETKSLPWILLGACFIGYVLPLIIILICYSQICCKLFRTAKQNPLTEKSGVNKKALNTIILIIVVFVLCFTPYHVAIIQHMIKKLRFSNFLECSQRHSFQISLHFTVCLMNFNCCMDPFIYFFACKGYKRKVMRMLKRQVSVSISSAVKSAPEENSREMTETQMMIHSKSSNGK
APJ ag – activates the human apelin receptor APJ; activation, % at 20 µM; CHO-K1 APJ PathHunter beta-arrestin, luminescence; 0% DMSO wells, 100% apelin; AID 2520; P35414; 330,000 compounds, 0.11% hits;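 active means activation more than six SD over the plate average, tested at 20 µM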;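 further: 0% = DMSO alone and 100% = apelin-13 at 10 nM; some results filed as inactive read as strong as hits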
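Test system – PathHunter CHO-K1 APJ (AGTRL-1) beta-arrestin reporter cells · Input – 1000 cells/well · Compound – single test compound dose, 20 µM final, 1% DMSO · Times – compound stimulation 90 min at 25 °C, detection 60 min · Technique – beta-gal luminescence · Read-out basis – APJ–arrestin association signal · Control set – negative DMSO alone, positive Apelin-13 at 10 nM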
tim23-1 inh – growth inhibitors of tim23-1 mutant yeast | S. cerevisiae tim23-1 growth, BacTiter-Glo luminescence, 24 h | inhibition, % at 20 µM | 330,000 compounds, 1.3% hits;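 active means growth inhibition of the mutant yeast at or above 50%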;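 further: temperature-sensitive mutant grown at 25 °C; plate controls were DMSO-treated mutant yeast for no effect and medium wells lacking yeast for full effect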
CHOP UPR activ – apoptotic UPR (CHOP) activation | CHO-CHOP luciferase reporter, luminescence; percent of tunicamycin response over DMSO baseline | activation, % at 10 µM | 330,000 compounds, 0.34% hits | AID 449763;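 active means at 10 µM dose, activation of 40% or more, normalized to positive control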;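 further: 100% = tunicamycin at 10 µg/mL and 0% = DMSO alone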
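Dosing – one dose, 10 µM in 0.5% DMSO · System – CHO-CHOP cells, stable luciferase reporter of PERK-eIF2a-CHOP signalling · Input – 500 cells/well · Control set – tunicamycin 10 µg/mL final as positive, DMSO-only wells as negative · Timing – 6 h compound treatment, 37 °C · Measure – % activation vs tunicamycin · Technique – luminescence read with Steady-Glo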
Mdm2-MdmX inh – disrupts the human Mdm2-MdmX interaction. inhibition, % at 8 µM. 330,000 compounds, 3% hits. SaOS-2 split-luciferase Mdm2/MdmX complementation, luminescence;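 active means inhibition of at least 50% at 8 µM in the primary screen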
APJ antagonist – blocks the human apelin receptor APJ. P35414. CHO-K1 APJ beta-arrestin complementation, luminescence. inhibition, % at 20 µM. 330,000 compounds, 0.32% hits. AID 2521;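 active means inhibition above about 40% at 20 µM, limit read from the data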;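 further: cells challenged with 10 nM apelin-13 agonist together with compound; plate controls were apelin-13 plus DMSO wells for no effect and DMSO wells lacking apelin-13 for full effect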
UPR XBP1 act – adaptive UPR (XBP1) activation; CHO-XBP1 luciferase reporter, IRE1-XBP1 UPR activation, luminescence; percent of tunicamycin response, DMSO as zero; activation, % at 20 µM; 330,000 compounds, 0.33% hits; AID 463104;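 active means versus positive control, 20 µM dose yields 30% or more activation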;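 further: 100% = tunicamycin at 10 µg/mL and 0% = DMSO only wells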
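Signal: luciferase luminescence; Assay system: CHO-XBP1 luciferase reporter cells; Amount: one thousand reporter cells per well; Dosing: 20 µM single concentration, DMSO 1%; Benchmarks: high control tunicamycin 10 µg/mL final, low control DMSO vehicle only; Schedule: 6 h compound exposure at 37 °C, 5% CO2; Evaluation: percent activation relative to tunicamycin reference.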
CCR6 antag – blocks CCL20-driven beta-arrestin recruitment at human CCR6; P51684; CHO-K1 CCR6 PathHunter beta-arrestin, luminescence, CCL20-stimulated; inhibition, % at 20 µM; 340,000 compounds, 0.49% hits; AID 493098;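 active means compounds whose inhibition of the agonist-driven luminescence signal at 20 µM reaches about 50%, limit read from the data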;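 further: cells stimulated with CCL20 at 14 nM final; plate controls were DMSO with CCL20 for no effect and DMSO without agonist for full effect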
* hit, by the source's call. Only part of the results is shown; rates above refer to the full screens.

SMILES	CXCR6 inh	EBI2 block	APJ ag	tim23-1 inh	CHOP UPR activ	Mdm2-MdmX inh	APJ antagonist	UPR XBP1 act	CCR6 antag
Cc1ccc2c(c1)C(=O)CCN2	-5	-4	-4	17	0.3	17	3	-2	-5
COc1ccccc1CNC(=O)COc1ccc(C)nc1[N+](=O)[O-]	-10	4	-3	16	-1.3	-38	15	-4	6
CC(C)CCNC(=O)Cn1c2c(c(-c3ccccc3Cl)cc1=O)CCC2	-7	3	4	21	-1.2	-4	8	1	6
CCOc1ccc(-c2cc(C(=O)N/N=C/c3cccnc3)c3ccccc3n2)cc1	-10	3	-4	27	4.1	9	15	6	-9
Cc1cc2ncn(C(=O)c3cc(-c4ccccc4)nc4ccccc34)c2cc1C	-7	-11	-2	32	0.9	15	7	0	17
COc1ccccc1CNC(=O)CSc1ccccc1	10	5	-1	10	2.1	-3	1	2	8
Cc1ccc(NC(=O)C(NC2CCCC2)c2ccccc2)cc1Cl (stereo not given)	-5	13	-3	29	-0.5	38	-3	1	-5
CCc1ccc(CN(C(=O)c2cccs2)C2CCS(=O)(=O)C2)cc1 (stereo not given)	5	6	1	14	4.1	-32	-3	0	5
COc1ccc(-c2noc(COc3ccc4ccccc4c3Br)n2)cc1OC	-2	-2	0	-2	-1.0	-1	-1	-3	-11
COCCN(C(=O)CSc1nc2ccc(C)cc2[nH]1)c1c(N)n(Cc2ccccc2)c(=O)[nH]c1=O	4	-8	-1	8	-1.0	11	12	-2	7
Cc1ccc(C(=O)N(C)CC(=O)Nc2cccc(F)c2)cc1S(=O)(=O)N1CCCCC1	0	-5	-7	1	1.1	-5	-25	-4	2
Fc1ccc(Nc2ncnc3ccccc23)cc1	-12	-2	-1	15	1.2	0	8	-1	-11
COc1ccc(/C=N/OCC(=O)N=Nc2c(O)[nH]c3ccc(Br)cc23)cc1OC	9	7	-3	16	-2.2	10	12	2	15
O=S(=O)(NCCCN1CCOCC1)c1ccc(Cl)cc1	5	8	-1	12	-1.2	25	25	6	1
CCOC(=O)c1sc(NC(=O)C(CC)Sc2nc3ccccc3[nH]2)nc1C (stereo not given)	0	1	-2	-27	-0.3	22	8	-1	20
Cc1ccc(CN2CCNC(=O)C2CC(=O)NCc2csc(C(C)C)n2)cc1 (stereo not given)	4	1	-1	10	-0.4	2	-21	-2	8
COc1cccc(NC(=O)CSc2nnc(-c3ccoc3C)n2CC2CCCO2)c1 (stereo not given)	9	-8	1	4	-0.4	27	3	-3	12
Cc1ccc(C(=O)CSc2nnc(CNc3ccc(F)cc3)o2)cc1	-6	6	-3	-12	1.8	15	11	2	-2
Cc1ccc(S(=O)(=O)NCCC(=O)NCCN2CCCCCC2)cc1	-6	-6	2	2	0.4	16	12	-4	5
COc1ccccc1CNC(=O)COC(=O)CSc1ccc(Cl)cc1	11	-8	6	11	1.8	-32	-3	-2	4
Cc1ccc(-c2nn(-c3ccccc3)cc2CN(Cc2ccccc2)C(=O)c2ccco2)o1	30	-21	-3	24	4.9	35	-1	1	20
CCn1nnnc1SCC(=O)Nc1ccc(OCc2ccccc2)cc1	0	7	3	11	-1.0	-11	13	-2	9
CCOc1ccc(S(=O)(=O)Nc2cnc3ccccc3c2)cc1	-2	-7	-3	18	2.0	-4	0	2	-3
CN(C)c1nc(SCc2ccc(Cl)cc2)nc2c1CCCC2	4	0	-5	8	-1.3	5	9	-5	9
C(=N\N1CCN(C2c3ccccc3-c3ccccc32)CC1)/c1cccnc1	-9	12	-3	32	0.2	10	2	-1	7
O=C(NC(Cc1ccccc1)C(=O)NCCc1ccccn1)c1cccs1 (stereo not given)	3	0	-2	-2	0.4	0	14	0	15
Nc1ccc(S(=O)(=O)C(F)(F)F)cc1N	1	-2	4	13	-0.4	8	-18	-2	-15
Cc1cn(-c2ccc(Br)cc2)[nH]c1=O	-3	2	1	25	2.4	-27	-2	3	-17
COC(=O)[C@@]12CCCN1[C@H](c1ccc(-c3ccccc3)cc1)[C@@H]1C(=O)N(C)C(=O)[C@@H]12	-6	4	-6	27	-2.0	8	15	0	9
COc1ccc(CNC(=O)COC(=O)c2c(C)nn(-c3ccccc3)c2C)cc1OC	6	6	9	13	0.7	-1	14	0	2
COc1ccc(OC)c2sc(N(CCN(C)C)C(=O)/C=C/c3cccs3)nc12	5	-10	-1	26	67*	97*	8	7	22
CN1CCc2nc(SCC(=O)Nc3ccc(OC(F)(F)F)cc3)c(C#N)c(-c3cccs3)c2C1	-4	21	6	26	4.3	15	-36	2	28
Cc1cccc(NC(=O)CSCC(=O)Nc2ccc(S(=O)(=O)N3CCOCC3)cc2)c1	-8	3	-5	11	1.0	26	-2	1	18
COc1ccc(NC(=O)COC(=O)C2=COCCO2)cc1OC	0	-7	-2	-3	-2.0	-7	12	-2	2
COc1cc(C)nc(Oc2ccc(OCc3ccccc3)nn2)n1	-2	-3	-4	3	1.4	11	10	-1	-4
Cc1ccc(C(=O)CCNc2ccccc2)o1	-12	-2	0	5	2.2	-8	10	0	-1

11 structures from above, ordered by SMILES length, ascending.
SMILES	CXCR6 inh	EBI2 block	APJ ag	tim23-1 inh	CHOP UPR activ	Mdm2-MdmX inh	APJ antagonist	UPR XBP1 act	CCR6 antag
Cc1ccc(C(=O)CCNc2ccccc2)o1	-12	-2	0	5	2.2	-8	10	0	-1
Cc1cn(-c2ccc(Br)cc2)[nH]c1=O	-3	2	1	25	2.4	-27	-2	3	-17
Nc1ccc(S(=O)(=O)C(F)(F)F)cc1N	1	-2	4	13	-0.4	8	-18	-2	-15
CN(C)c1nc(SCc2ccc(Cl)cc2)nc2c1CCCC2	4	0	-5	8	-1.3	5	9	-5	9
COc1ccc(NC(=O)COC(=O)C2=COCCO2)cc1OC	0	-7	-2	-3	-2.0	-7	12	-2	2
CCOc1ccc(S(=O)(=O)Nc2cnc3ccccc3c2)cc1	-2	-7	-3	18	2.0	-4	0	2	-3
C(=N\N1CCN(C2c3ccccc3-c3ccccc32)CC1)/c1cccnc1	-9	12	-3	32	0.2	10	2	-1	7
COc1ccc(OC)c2sc(N(CCN(C)C)C(=O)/C=C/c3cccs3)nc12	5	-10	-1	26	67*	97*	8	7	22
COc1ccc(CNC(=O)COC(=O)c2c(C)nn(-c3ccccc3)c2C)cc1OC	6	6	9	13	0.7	-1	14	0	2
Cc1cccc(NC(=O)CSCC(=O)Nc2ccc(S(=O)(=O)N3CCOCC3)cc2)c1	-8	3	-5	11	1.0	26	-2	1	18
CN1CCc2nc(SCC(=O)Nc3ccc(OC(F)(F)F)cc3)c(C#N)c(-c3cccs3)c2C1	-4	21	6	26	4.3	15	-36	2	28

Further compounds
SMILES	CXCR6 inh	EBI2 block	APJ ag	tim23-1 inh	CHOP UPR activ	Mdm2-MdmX inh	APJ antagonist	UPR XBP1 act	CCR6 antag
COC1OC(COC(=O)CNC(=O)OC(C)(C)C)C(O)C(O)C1O (stereo not given)	1	-14	0	0	2.2	-3	2	4	2
Cc1ccsc1/C=N/NC(=S)NCc1ccccc1	16	17	-1	28	1.9	-34	1	4	18
COc1cc(/C=C/C(=O)c2ccc(C)c([N+](=O)[O-])c2)cc(OC)c1O	43*	25	-6	31	8.4	42	38	-1	68*
Cc1ccc2nc(/C(C#N)=C/c3cn[nH]c3-c3ccc(F)cc3)[nH]c2c1	8	35	-1	25	-0.3	66*	-4	5	3
CCOC(=O)C1CCN(C(=O)C2c3ccccc3C(=O)N(C)C2c2ccc(OC)cc2)CC1 (stereo not given)	8	6	-2	20	-1.4	-13	2	3	5
CCCN1Cc2cccc(C(=O)N3CCN(c4cc(Cl)ccc4C)CC3)c2C1=O	2	-2	2	30	0.5	-9	4	-3	18
CN(CC1CCCO1)S(=O)(=O)c1ccc(C(=O)Nc2nc(-c3ccccn3)cs2)cc1 (stereo not given)	3	-1	3	45	0.9	89*	5	1	18
COc1ccc(NC(=O)CCNC(=O)c2ccco2)cc1Cl	2	14	-1	-2	1.4	-20	13	0	15
CN(C(=O)CC1C(=O)NCCN1Cc1ccc2ccccc2c1)C1CCOCC1 (stereo not given)	2	-4	-2	7	2.1	32	6	1	16
CCc1ccc(CN(C)CC(=O)Nc2ccc(S(=O)(=O)N3CCOCC3)cc2)cc1	-9	10	0	27	-1.1	-18	-1	-2	16
O=C(CCCOc1ccccc1)Nc1nc2ccccc2[nH]1	-8	5	0	3	4.7	-60	2	2	0
CNc1nc(N)c(C(=O)C(C)(C)C)s1	3	-10	3	3	2.2	7	-13	-3	-2
C=CCNc1nc(-c2ccc(Cl)cc2)cs1	1	7	-2	36	3.9	-133	-16	-3	3
C/C(Cc1ccccc1)=N\NC(=O)CCCCCC(=O)N/N=C(\C)Cc1ccccc1	1	-5	-2	1	1.3	7	-3	0	3
CN1C(=O)c2oc3ccccc3c(=O)c2C1c1ccccn1 (stereo not given)	-5	13	-2	-15	-0.9	13	5	0	-5
O=C(NC(=S)Nc1ccccc1[N+](=O)[O-])c1ccccc1Cl	25	-21	-2	25	6.7	-36	31	8	40
Nc1nc2ccc(C(=O)NC3CCCCC3)cc2s1	2	-1	0	23	2.8	-1	-2	7	-12
Cc1cccnc1NC(=O)CSc1nnc(COc2ccc(C(C)C)cc2)n1C	-9	0	-3	1	3.2	-2	-9	-2	17
CC1(C)C2CCC1(CS(=O)(=O)N1CCN(c3ccc(F)cc3)CC1)C(=O)C2 (stereo not given)	-11	-9	1	17	0.8	-4	13	-6	8
COc1cccc(Nc2cc(N3CCOCC3)c3nonc3c2[N+](=O)[O-])c1	8	5	-2	9	-5.3	37	24	0	20
O=C(N[C@@H](Cc1ccccc1)C(=O)O)c1cccnc1	-7	2	-5	3	8.1	16	14	-1	-5
CS(=O)(=O)c1ccc(NC(=O)CN2C(=O)C3CCCCC3C2=O)cc1 (stereo not given)	-5	-1	3	14	2.8	-15	-9	-2	5
